Screening results deposited in PubChem by Broad Institute.
INS-1E_rescue: protection of INS-1E cells from cytokine death, primary screen, ATP luminescence, single point; hit rate 0.1% among 20,000; AID 488910, 2010; protection from cytokine-induced ATP loss, % at 10 µM; INS-1E cytokine-induced death, 48 h; normalised: neutral wells 0, positive control 100;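 active = mean replicate protection from cytokine-induced ATP loss at least 50% and at least 75% of replicates each reaching 50%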
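Assay system – rat INS-1E insulinoma cell line · Quantity – 8000 cells per well · Buffer or medium – RPMI without phenol red, 5% FBS · Schedule – 48 h co-treatment, 10 min post-lysis read · Technique – luminescent ATP assay (CellTiter-Glo)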
T_cruzi_HTS: inhibitors of intracellular Trypanosoma cruzi, primary screen, cell-based, plate reader, single point, set 2 | intracellular Trypanosoma cruzi in host cells | activity score (inhibition), % at 5.01 µM | hit rate 4.9% among 22,000; in the data active = activity score above about 55%;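 also: parasites and compound incubated about four days before reading; 0% = median of neutral control wells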
Starred values were filed as active, the others as inactive; x = no result given. Not a hit list; overall some 4.8% were active at least once.

SMILES INS-1E_rescue T_cruzi_HTS
CNC[C@@H]1Oc2ccc(NS(=O)(=O)c3ccc(C)cc3)cc2C(=O)N([C@H](C)CO)C[C@@H]1C x 5
C[C@@H]1CN([C@@H](C)CO)C(=O)Cc2cc(NC(=O)Nc3ccc(C(F)(F)F)cc3)ccc2O[C@@H]1CN(C)Cc1ccc(C(=O)O)cc1 9 -24
COc1cc(Br)cc(/C=N/NC(=O)c2ccccc2O)c1O -125 79*
C[C@H](CO)N1C[C@H](C)[C@@H](CN(C)C(=O)Nc2ccccc2)Oc2c(NS(=O)(=O)c3ccccc3)cccc2C1=O 5 -7
C[C@H]1CN([C@@H](C)CO)C(=O)Cc2cc(NS(=O)(=O)c3ccc(F)cc3)ccc2O[C@@H]1CN(C)S(C)(=O)=O 0 10
C[C@@H]1CN([C@@H](C)CO)C(=O)CCCn2cc(nn2)CO[C@@H]1CN(C)C(=O)c1cc(-c2ccccc2)on1 x -4
C[C@@H]1CN([C@H](C)CO)C(=O)Cc2cc(NC(=O)CCC(F)(F)F)ccc2O[C@H]1CN(C)Cc1ccc(-c2ccccc2)cc1 -3 29
Cc1ccc(S(=O)(=O)N(C)C[C@H]2Oc3ccc(NC(=O)Cc4cn(C)c5ccccc45)cc3CC(=O)N([C@@H](C)CO)C[C@@H]2C)cc1 0 -15
COc1ccc(NC(=O)Nc2ccc3c(c2)CC(=O)N([C@H](C)CO)C[C@@H](C)[C@@H](CN(C)C(=O)Nc2ccc(OC)cc2)O3)cc1 1 -2
C[C@H]1CN([C@@H](C)CO)C(=O)Cc2cc(NC(=O)Cc3cn(C)c4ccccc34)ccc2O[C@H]1CN(C)CC1CC1 12 -17
CC(C)NC(=O)N(C)C[C@@H]1Oc2ccc(NC(=O)Nc3cccc4ccccc34)cc2CC(=O)N([C@H](C)CO)C[C@@H]1C 5 -3
C[C@H]1CN([C@@H](C)CO)C(=O)Cc2cc(NC(=O)C3CC3)ccc2O[C@H]1CN(C)Cc1ccc(C(F)(F)F)cc1 -2 43
COc1ccc(NC(=O)N(C)C[C@@H]2OCCCC[C@@H](C)Oc3ccc(NS(=O)(=O)c4cccs4)cc3C(=O)N([C@H](C)CO)C[C@@H]2C)cc1 1 -25
COc1ccc(NC(=O)Nc2cccc3c2O[C@@H](CN(C)CC2CC2)[C@H](C)CN([C@@H](C)CO)C3=O)cc1 0 -17
COc1ccc(S(=O)(=O)Nc2ccc3c(c2)C(=O)N([C@@H](C)CO)C[C@H](C)[C@H](CN(C)CC2CC2)O3)cc1 -2 -2
CC(C)COC(=O)N(C)C[C@@H]1OCc2cn(nn2)CCCC(=O)N([C@H](C)CO)C[C@@H]1C x -3
COc1ccc(S(=O)(=O)N(C)C[C@@H]2Oc3c(NC(=O)C4CCOCC4)cccc3C(=O)N([C@@H](C)CO)C[C@H]2C)cc1 3 25
C[C@H](CO)N1C[C@H](C)[C@@H](CN(C)C(=O)Nc2ccccc2)Oc2ccc(NC(=O)c3ccncc3)cc2C1=O 2 13
COC(=O)CCCCCCC(=O)N/N=C/c1cc(Br)ccc1OC -3 30
O=C(NO)c1ccc(C(=O)N/N=C/c2nccs2)cc1 -4 -10

Already shown: 3 of the compounds above.
SMILES INS-1E_rescue T_cruzi_HTS
CNC[C@@H]1Oc2ccc(NS(=O)(=O)c3ccc(C)cc3)cc2C(=O)N([C@H](C)CO)C[C@@H]1C x 5
C[C@@H]1CN([C@@H](C)CO)C(=O)Cc2cc(NC(=O)Nc3ccc(C(F)(F)F)cc3)ccc2O[C@@H]1CN(C)Cc1ccc(C(=O)O)cc1 9 -24
COc1cc(Br)cc(/C=N/NC(=O)c2ccccc2O)c1O -125 79*

New compounds follow.
SMILES INS-1E_rescue T_cruzi_HTS
C[C@@H]1CN([C@H](C)CO)C(=O)Cc2cc(NS(=O)(=O)c3ccc(F)cc3)ccc2O[C@H]1CN(C)Cc1ccc2c(c1)OCO2 -7 11
C[C@@H]1CCCCO[C@@H](CN(C)Cc2ccc3c(c2)OCO3)[C@@H](C)CN([C@H](C)CO)C(=O)c2cc(NC(=O)Nc3ccc(F)cc3)ccc2O1 7 43
C[C@H](CO)N1C[C@H](C)[C@@H](CN(C)S(=O)(=O)c2ccc(Cl)cc2)Oc2c(NC(=O)Nc3ccc4c(c3)OCO4)cccc2C1=O -1 27
C[C@@H]1CCCCO[C@@H](CN(C)C(=O)CCC(F)(F)F)[C@@H](C)CN([C@H](C)CO)C(=O)c2cc(NS(=O)(=O)c3ccc(F)cc3)ccc2O1 5 -8
COc1ccc(S(=O)(=O)Nc2ccc3c(c2)CC(=O)N([C@H](C)CO)C[C@@H](C)[C@@H](CN(C)S(=O)(=O)c2cn(C)cn2)O3)cc1 2 -24
C[C@@H]1CN([C@@H](C)CO)C(=O)c2cc(NC(=O)CCC(F)(F)F)ccc2O[C@@H]1CN(C)Cc1ccc(-c2ccccc2)cc1 x 12
C[C@H](CO)N1C[C@H](C)[C@H](CN(C)Cc2ccc(C(F)(F)F)cc2)Oc2ccc(NS(=O)(=O)c3cccs3)cc2C1=O -14 58*
C[C@H]1CN([C@@H](C)CO)C(=O)c2cc(NC(=O)Nc3ccc(C(F)(F)F)cc3)ccc2O[C@@H]1CN(C)S(=O)(=O)c1ccc(F)cc1 -7 6
C[C@H]1CN([C@@H](C)CO)C(=O)Cc2cc(NC(=O)Cn3cnnn3)ccc2O[C@H]1CN(C)C(=O)Nc1ccc(F)cc1 8 3
C[C@@H]1CN([C@@H](C)CO)C(=O)c2cc(NC(=O)CCCCCC(=O)Nc3ccccc3N)ccc2O[C@@H]1CN(C)C(=O)Nc1ccc2c(c1)OCO2 12 -25
C[C@H]1CN([C@@H](C)CO)C(=O)Cc2cc(NS(=O)(=O)c3ccc(Cl)cc3)ccc2O[C@H]1CN(C)CC1CCCCC1 -18 73*
C[C@@H]1CN([C@H](C)CO)C(=O)c2cccc(NC(=O)CCCCCC(=O)Nc3ccccc3N)c2O[C@H]1CN(C)S(C)(=O)=O 2 -9
COc1ccc(S(=O)(=O)Nc2ccc3c(c2)C(=O)N([C@@H](C)CO)C[C@@H](C)[C@H](CN(C)C(=O)Nc2ccc(C(F)(F)F)cc2)O3)cc1 -1 12
C[C@@H]1CN([C@H](C)CO)C(=O)Cc2cc(NC(=O)CCCCCC(=O)Nc3ccccc3N)ccc2O[C@H]1CN(C)Cc1ccc(C(F)(F)F)cc1 -11 40
CCCN(C)C[C@@H]1Oc2ncc(Br)cc2C(=O)N([C@H](C)CO)C[C@@H]1C x 8
Cc1ccc(S(=O)(=O)N(C)C[C@@H]2Oc3c(NC(=O)Nc4ccc5c(c4)OCO5)cccc3C(=O)N([C@H](C)CO)C[C@H]2C)cc1 13 25
COc1ccc(S(=O)(=O)N(C)C[C@H]2Oc3c(NC(=O)Nc4ccc5c(c4)OCO5)cccc3C(=O)N([C@@H](C)CO)C[C@H]2C)cc1 -3 2
C[C@H](CO)N1C[C@H](C)[C@@H](CN(C)Cc2ccc(C(=O)O)cc2)Oc2ccc(NC(=O)Cc3ccccc3)cc2C1=O 3 4
C[C@H](CO)N1C[C@H](C)[C@H](CN(C)S(=O)(=O)c2ccccc2)Oc2ccc(NC(=O)Nc3ccc4c(c3)OCO4)cc2CC1=O 9 -11
COc1ccc(NC(=O)Nc2ccc3c(c2)C(=O)N([C@H](C)CO)C[C@H](C)[C@H](CN(C)C(=O)Nc2ccc(C(F)(F)F)cc2)O3)cc1 -10 0

Grouped by structure, the compounds so far with a thiophene ring, fused or not.
SMILES INS-1E_rescue T_cruzi_HTS
COc1ccc(NC(=O)N(C)C[C@@H]2OCCCC[C@@H](C)Oc3ccc(NS(=O)(=O)c4cccs4)cc3C(=O)N([C@H](C)CO)C[C@@H]2C)cc1 1 -25
C[C@H](CO)N1C[C@H](C)[C@H](CN(C)Cc2ccc(C(F)(F)F)cc2)Oc2ccc(NS(=O)(=O)c3cccs3)cc2C1=O -14 58*

The list goes on.
SMILES INS-1E_rescue T_cruzi_HTS
C[C@@H]1CCCCO[C@H](CN(C)S(=O)(=O)c2cccs2)[C@@H](C)CN([C@H](C)CO)C(=O)c2cc(N(C)C)ccc2O1 4 -13
C[C@H]1CN([C@@H](C)CO)C(=O)c2cc(NC(=O)C3CCCCC3)ccc2O[C@H]1CN(C)S(C)(=O)=O 1 -14
COc1ccc(CN(C)C[C@@H]2Oc3c(NS(C)(=O)=O)cccc3C(=O)N([C@H](C)CO)C[C@@H]2C)cc1 15 26
C[C@H](CO)N1C[C@H](C)[C@H](CN(C)C)Oc2c(NC(=O)Nc3cccc4ccccc34)cccc2C1=O -13 -21
C[C@H](CO)N1C[C@H](C)[C@H](CN(C)CC2CC2)Oc2ccc(NC(=O)C3CC3)cc2CC1=O 5 -17
O=C(N/N=C/c1ccc(F)c(Oc2ccccc2)c1)c1ccccc1O 0 -3
COc1ccc(S(=O)(=O)N(C)C[C@H]2Oc3ccc(N(C)C)cc3CC(=O)N([C@@H](C)CO)C[C@@H]2C)cc1 8 -2
C[C@@H]1CN([C@@H](C)CO)C(=O)c2cccc(NC(=O)c3ccncc3)c2O[C@H]1CN(C)Cc1ccc2c(c1)OCO2 4 59*
C[C@@H]1CCCCO[C@H](CN(C)C(=O)c2ccccc2)[C@@H](C)CN([C@H](C)CO)C(=O)c2cc(NC(=O)Nc3ccccc3)ccc2O1 5 -9
CC(C)=CCC[C@@H](C)C/C=N/NC(=O)c1ccccn1 -1 4
C[C@H](CO)N1C[C@H](C)[C@H](CN(C)Cc2ccc(Oc3ccccc3)cc2)Oc2c(NC(=O)C3CCCCC3)cccc2C1=O -28 18
C[C@@H]1CN([C@H](C)CO)C(=O)c2cccc(NC(=O)c3ccncc3)c2O[C@@H]1CN(C)Cc1ccc(C(F)(F)F)cc1 -5 -1
CC(C)NC(=O)N(C)C[C@@H]1Oc2ccc(N(C)C)cc2CC(=O)N([C@@H](C)CO)C[C@@H]1C 0 -9
C[C@@H]1CN([C@H](C)CO)C(=O)c2cc(NC(=O)Nc3ccc(C(F)(F)F)cc3)ccc2O[C@H]1CN(C)Cc1ccc(Oc2ccccc2)cc1 2 -7
COc1ccc(S(=O)(=O)Nc2cccc3c2O[C@@H](CN(C)S(=O)(=O)c2ccc(OC)cc2)[C@H](C)CN([C@H](C)CO)C3=O)cc1 3 6
COc1ccc(S(=O)(=O)Nc2ccc3c(c2)CC(=O)N([C@@H](C)CO)C[C@@H](C)[C@@H](CN(C)CC2CC2)O3)cc1 -9 -4
COc1ccc(NC(=O)Nc2ccc3c(c2)C(=O)N([C@H](C)CO)C[C@H](C)[C@@H](CN(C)C(=O)Nc2ccc(C(F)(F)F)cc2)OCCCC[C@@H](C)O3)cc1 -16 69*
C[C@H]1CN([C@@H](C)CO)C(=O)CCCn2cc(nn2)CO[C@@H]1CN(C)Cc1cccc2c1OCCCO2 x -12
COc1ccc(S(=O)(=O)Nc2cccc3c2O[C@@H](CN(C)S(=O)(=O)c2ccccc2)[C@H](C)CN([C@@H](C)CO)C3=O)cc1 3 1
C[C@@H]1CN([C@H](C)CO)C(=O)c2cc(NC(=O)CCC(F)(F)F)ccc2O[C@H]1CN(C)Cc1ccc(C(=O)Nc2ccccc2N)cc1 0 -9

Among those listed so far, two have a COOH group.
SMILES INS-1E_rescue T_cruzi_HTS
C[C@@H]1CN([C@@H](C)CO)C(=O)Cc2cc(NC(=O)Nc3ccc(C(F)(F)F)cc3)ccc2O[C@@H]1CN(C)Cc1ccc(C(=O)O)cc1 9 -24
C[C@H](CO)N1C[C@H](C)[C@@H](CN(C)Cc2ccc(C(=O)O)cc2)Oc2ccc(NC(=O)Cc3ccccc3)cc2C1=O 3 4

Of the compounds above, 2 contain a Cl atom.
SMILES INS-1E_rescue T_cruzi_HTS
C[C@H](CO)N1C[C@H](C)[C@@H](CN(C)S(=O)(=O)c2ccc(Cl)cc2)Oc2c(NC(=O)Nc3ccc4c(c3)OCO4)cccc2C1=O -1 27
C[C@H]1CN([C@@H](C)CO)C(=O)Cc2cc(NS(=O)(=O)c3ccc(Cl)cc3)ccc2O[C@H]1CN(C)CC1CCCCC1 -18 73*

Remaining list, next part.
SMILES INS-1E_rescue T_cruzi_HTS
C[C@H](CO)N1C[C@H](C)[C@H](CN(C)S(C)(=O)=O)Oc2ccc(NS(=O)(=O)c3ccc(Cl)cc3)cc2CC1=O 11 -40
Cc1noc(C)c1S(=O)(=O)Nc1ccc2c(c1)C(=O)N([C@H](C)CO)C[C@H](C)[C@@H](CN(C)C(=O)Nc1ccc3c(c1)OCO3)OCCCC[C@@H](C)O2 6 4
C[C@@H]1CN([C@H](C)CO)C(=O)c2cc(NC(=O)C3CCCCC3)ccc2O[C@H]1CN(C)Cc1ccc(C(=O)O)cc1 6 6
C[C@@H]1CN([C@@H](C)CO)C(=O)c2cc(NC(=O)Nc3ccc(F)cc3)ccc2O[C@@H]1CN(C)C(=O)Nc1ccccc1 2 2
COc1ccc(CN(C)C[C@@H]2Oc3ccc(NS(=O)(=O)c4ccccc4)cc3C(=O)N([C@H](C)CO)C[C@H]2C)cc1 -9 9
Cc1cc(C(=O)Nc2cccc3c2O[C@@H](CN(C)Cc2ccc(C(=O)O)cc2)[C@H](C)CN([C@@H](C)CO)C3=O)n(C)n1 12 -4
C[C@H](CO)N1C[C@H](C)[C@H](CN(C)C(=O)Nc2ccccc2)Oc2ccc(NC(=O)Cn3cnnn3)cc2CC1=O 3 1
Cc1noc(C)c1NC(=O)N(C)C[C@@H]1Oc2ccc(NS(=O)(=O)c3ccc(Cl)cc3)cc2CC(=O)N([C@H](C)CO)C[C@@H]1C 14 -20
C[C@H](CO)N1C[C@H](C)[C@H](CN(C)CC2CCCCC2)Oc2c(NC(=O)c3cnccn3)cccc2C1=O -15 4
C[C@H]1CN([C@@H](C)CO)C(=O)Cc2cc(NC(=O)Nc3ccc4c(c3)OCO4)ccc2O[C@H]1CN(C)S(=O)(=O)c1cn(C)cn1 9 -9
C[C@H](CO)N1C[C@H](C)[C@H](CN(C)C(=O)Nc2ccc(C(F)(F)F)cc2)Oc2c(NC(=O)C3CCOCC3)cccc2C1=O -15 -23
